HSF1 activator: increases HSF-1 driven luciferase reporter signal; AID 504408; 300,000 compounds, 1.7% hits; NIH3T3-HGL HSF-1 luciferase reporter, MG132, 8 h; 100% = twice DMSO control signal; activation, % at 9 µM;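 active = mean replicate activation of at least 50% with a set share of replicates each reaching 50%; inconclusive = only one of those two conditions met; inactive = mean below 50% and too few replicates reaching it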;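 also: 0% = median of the neutral control wells and 100% = twice that signal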
Platelet DG rel: modulates dense granule release in human platelets; human platelet-rich plasma, SFLLRN dense granule ATP release, luminescence; inhibition, %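 (compounds screened at 7.5 µM in platelet-rich plasma)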; 300,000 compounds, 0.22% hits; AID 1663;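 active = mean replicate score, as percent of positive control, at or above 50; inconclusive = mean below 50 but at least one replicate at or above 50; inactive = mean and every replicate below 50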
HSP90 inh: blocks HSP90-mediated luciferase refolding in reticulocyte lysate; AID 1789; inhibition, % at 5.6 µM; 290,000 compounds, 0.91% hits; Rabbit reticulocyte lysate, luciferase refolding luminescence, 3 h;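 active = inhibition above the screen-wide mean plus 3 SD, computed separately per campaign, cut at about 16% in these data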;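 also: 0% = DMSO wells and 100% = 60 µM geldanamycin wells; inhibitors lower the luminescence because luciferase stays unfolded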
GSK3beta inhib: inhibitors of human GSK3beta kinase | GST-GSK3beta kinase, ADP-Glo luminescence, 60 min; active compounds read low | activity score (negative = inhibition), % at 10 µM | AID 2097 | 300,000 compounds, 0.038% hits | P49841;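 active = more than half of replicate wells score below -50%, meaning over 50% inhibition versus plate controls; inconclusive = some replicates but at most half score below -50%; inactive = no replicate scores below -50%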;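 also: 0% = median DMSO wells and -100% = median GW8510 positive control wells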
Target sequence (P49841 whole entry, looked up): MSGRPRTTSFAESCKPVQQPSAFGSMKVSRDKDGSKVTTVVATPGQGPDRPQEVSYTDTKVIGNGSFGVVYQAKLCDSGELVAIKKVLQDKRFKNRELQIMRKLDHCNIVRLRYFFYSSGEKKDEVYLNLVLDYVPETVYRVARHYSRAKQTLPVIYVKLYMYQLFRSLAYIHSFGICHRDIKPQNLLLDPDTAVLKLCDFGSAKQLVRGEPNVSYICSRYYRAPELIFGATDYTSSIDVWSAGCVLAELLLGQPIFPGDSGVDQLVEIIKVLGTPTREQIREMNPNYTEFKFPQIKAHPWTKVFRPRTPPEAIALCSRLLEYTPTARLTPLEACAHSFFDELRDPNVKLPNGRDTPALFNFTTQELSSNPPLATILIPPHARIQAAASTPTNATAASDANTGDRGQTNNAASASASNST
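Test system: GST-fused GSK3beta enzyme, cell-free | Quantity: 1.6 ng GST-GSK3beta enzyme per well | Reagent: 25 µM ATP with peptide substrate | Schedule: 60 min enzyme reaction, room temperature | Signal: Luminescent ADP-Glo measurement of ADP formed | Read-out basis: Score relative to plate controls | Control set: DMSO and 20 µM GW8510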
IEC-6 tox: IEC-6 cytotoxicity, counter-screen for KLF5 inhibitors. luminescence viability. inhibition, % at 5 µM. 290,000 compounds, 0.78% hits; in the data active = inhibition above about 22%;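 also: 0% = plate median of test compound wells and 100% = cytotoxic reference compound wells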
aSyn 5UTR inh: 5' untranslated region of α-synuclein, MLPCN primary screen. alpha-synuclein 5'UTR reporter, inhibitor activity. inhibition, % (tested at 7.5 µM). 300,000 compounds, 0.82% hits; in the data active = inhibition above about 60%; inconclusive = no clear call, values can overlap the other calls;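 also: H4 neuroglioblastoma cells stably carrying SNCA 5'UTR luciferase fusion; 0% = DMSO wells and 100% = positive control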
HSF1 inhib: HSF1 inhibition | NIH3T3-HGL HSE-luciferase, MG132-induced, luminescence 8 h; active compounds read low | activity change, negative = inhibition, % at 7.5 µM (by protocol) | 300,000 compounds, 0.77% hits | AID 2098;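 active = more than half of replicate wells show activity change below -50%, luminescence cut by over half; inconclusive = some wells, but at most half, below -50%; inactive = no replicate well below -50%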;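 also: luciferase reports HSF-1 transcriptional activity via heat shock element; 0% = median of DMSO wells and -100% = zero luminescence signal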
Dyrk1A ADPGlo: Dyrk1A (rat) kinase inhibition; Q63470; ADP-Glo luminescence, NFATc1 peptide; inhibition, % at 12.5 µM; 310,000 compounds, 0.43% hits; in the data active = inhibition above about 50%;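 also: plate controls were vehicle with enzyme for no effect and no enzyme for full effect; many of its hits are not listed in these tables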
KLF5 inh: inhibitors of KLF5 expression | inhibition, % at 5 µM | DLD-1 KLF5 promoter-luciferase reporter, luminescence | 290,000 compounds, 0.23% hits | AID 1700;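 active = inhibition above a per-plate limit of that plate's mean compound inhibition plus 3 SD, cut at about 60% in these data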;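 also: 0% = DMSO wells and 100% = LY294002 at 200 µM; higher means less KLF5 promoter-driven luciferase light; inactives centre near -14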
GSK3A inh: inhibitors of human GSK-3 alpha kinase; inhibition, % at 10 µM; 320,000 compounds, 0.1% hits; P49840; ADP-Glo luminescence, 60 min; AID 2650;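 in the data active = inhibition above about 50%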;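 also: GST-tagged GSK-3 alpha with peptide substrate and 25 µM ATP; 0% = DMSO neutral wells and 100% = GW8510 positive control wells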
Target sequence (P49840 whole entry, looked up): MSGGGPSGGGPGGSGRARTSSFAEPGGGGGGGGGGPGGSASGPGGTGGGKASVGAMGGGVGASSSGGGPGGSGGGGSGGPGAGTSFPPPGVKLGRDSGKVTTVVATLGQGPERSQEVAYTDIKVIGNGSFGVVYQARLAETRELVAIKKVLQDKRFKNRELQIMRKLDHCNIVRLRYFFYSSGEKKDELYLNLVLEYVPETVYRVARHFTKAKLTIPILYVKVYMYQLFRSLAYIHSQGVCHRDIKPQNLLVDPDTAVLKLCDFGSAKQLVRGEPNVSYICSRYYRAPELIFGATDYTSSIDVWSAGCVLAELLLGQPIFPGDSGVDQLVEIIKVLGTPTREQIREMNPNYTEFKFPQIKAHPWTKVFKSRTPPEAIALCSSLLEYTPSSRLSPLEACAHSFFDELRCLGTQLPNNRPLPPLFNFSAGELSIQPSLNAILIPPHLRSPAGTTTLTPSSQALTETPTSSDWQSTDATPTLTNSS
* marks the source's active call; other numbers are inactive results; ? = inconclusive; . = no result given; & = joins results of further samples. These rows are one share of the data; rates above refer to the full screens.

SMILES | HSF1 activator | Platelet DG rel | HSP90 inh | GSK3beta inhib | IEC-6 tox | aSyn 5UTR inh | HSF1 inhib | Dyrk1A ADPGlo | KLF5 inh | GSK3A inh
Cc1ccccc1NC(=O)CCCC(=O)c1ccccc1 | 9.2 | -2.1 | 3.1 | -2.1 | 0.4 | -31.5 | 0.3 | -3.0 | -27.0 | -2.1
CS(=O)(=O)CCC(C(=O)O)N1C(=O)c2ccc(Oc3ccc(Cl)cc3)cc2C1=O (centres undefined) | 2.7 | 8.5 | -3.6 | 0.7 | 0.4 | 1.4 | -2.4 | 3.7 | -5.6 | -0.4
COc1ccc2[nH]c(C)c(CCNC(=S)Nc3cccc(C)c3)c2c1 | -9.3 | 19.0 | -1.7 | 2.8 | 4.3 | 3.4 | -1.6 | 4.7 | -6.3 | -2.4
CCC(c1nnnn1CC1CCCO1)N(CCN1CCOCC1)Cc1cc2cc(C)ccc2[nH]c1=O (centres undefined) | . | . | -3.1 | . | -4.2 | . | . | 3.9 | -10.0 | .
COC(=O)C(Cc1ccccc1)NC(=O)CNC(=O)c1ccc(Br)cc1 (centres undefined) | 4.4 | 4.3 | -1.0 | 0.2 | 1.8 | 16.2 | -0.4 | -2.5 | -25.7 | 0.5
COc1ccc(CCN2C(=O)N[C@@H](C(C)C)C2=O)cc1 | -4.3 | -2.9 | 0.4 | 1.7 | 3.2 | -6.2 | -6.1 | -3.1 | -26.2 | -1.9
Cc1ccc(NC2CC(=O)N(c3ccc(N4CCCCC4)cc3)C2=O)cc1 (centres undefined) | -20.3 | -5.9 | 1.4 | 0.5 | 0.1 | 1.1 | -0.9 | -1.6 | 6.6 | -0.7
COc1ccc(C2C(C(=O)O)c3ccccc3C(=O)N2C)cc1Br (centres undefined) | -0.6 | . | -3.5 | -3.6 | -3.1 | 1.0 | 7.3 | 5.9 | -40.5 | -2.0
CC(=O)c1c(C)[nH]c(C(=O)CSc2ccc(F)cc2)c1C | 28.3 | 1.1 | 0.0 | -4.5 | 5.7 | -182.0 | 29.8 | 0.7 | -103.4 | -1.5
O=C(Nc1ncn[nH]1)c1ccc(Cl)cc1Cl | -8.3 | 13.7 | -5.8 | 1.5 | -8.2 | -15.0 | -11.4 | 6.6 | -46.6 | -3.9
CC(=O)N(/N=C1\Sc2ccccc2C1=O)c1ccccc1C | 26.5 | -4.0 | 34.9* | 0.0 | -4.4 | -170.1 | 16.7 | -4.3 | -125.8 | -0.5
COc1ccc(CC(NC(C)=O)C(=O)NC2CCN(c3c4c(nc5ncnn35)CCC4)CC2)cc1 (centres undefined) | 10.4 | . | 2.5 | -0.8 | -2.7 | 4.3 | -10.8 | 1.7 | -15.0 | 1.3
OCC[C@@H]1C[C@H](O)[C@@H](O)[C@]2(CCc3ccccc3O2)O1 | 20.5 | -3.5 | -3.3 | 1.5 | -1.0 | 13.6 | 0.1 | 9.8 | 9.1 | -18.3
CCc1ccc(NC(=O)CCC(=O)Nc2nnc(C(C)C)s2)cc1 | -3.3 | 10.2 | 1.2 | -18.2 | -1.0 | -29.9 | 0.0 | . | -9.0 | -0.7
NC1=NC[C@H](Cc2ccc(O)cc2)N1CCc1cccc(F)c1 | -18.5 | 1.7 | . | 1.0 | . | -6.4 | -10.1 | 0.4 | . | 0.1
CCc1ccc(NC(=O)[C@H](Cc2ccccc2)NC(=O)C2CCN(C(=O)[C@@H](N)CC(C)C)CC2)cc1 | 1.8 | -3.3 | -3.7 | -2.7 | -4.6 | 9.5 | 6.3 | 7.0 | -2.9 | 0.8
COc1ccccc1N1CCN(CCN2C(=O)CC(=C3c4ccccc4-c4ccccc43)C2=O)CC1 | 6.5 | 0.4 | 4.3 | -0.4 | 1.9 | -6.6 | 7.1 | . | -34.2 | -5.1
CCCCCc1nnc(NC(=O)c2ccc(N3CCCC3=O)cc2)s1 | 8.8 | 1.9 | . | 0.7 | . | -50.0 | -3.3 | -4.0 | . | 1.4
OCC(O)/C=N/Nc1nc2ccccc2s1 (centres undefined) | -9.2 | -2.4 | 7.3 | -0.8 | 2.4 | -71.7 | -5.7 | 7.5 | -67.7 | -4.0
O=C(Oc1cccc(N2C(=O)CCC2=O)c1)C1CC(=O)N(c2ccc(F)cc2)C1 (centres undefined) | 15.9 | 10.2 | 6.6 | -2.2 | 0.0 | 6.2 | 7.4 | 3.2 | -4.4 | 0.9
CCN(CC)c1ccc2nc3c4ccccc4c(=O)cc-3oc2c1 | -68.0 | 11.1 | 46.9* | -3.3 | 1.8 | 45.6 | -62.8* | . | -76.1 | -2.7
CCCOC(=O)CN1C(=O)c2ccc(C(=O)OCCC)cc2C1=O | 4.1 | 14.6 | -1.7 | 7.5 | 3.5 | 6.9 | -2.5 | 2.1 | 0.3 | -3.5
O=C(COC(=O)Cn1c(C(F)(F)F)nc2ccccc21)Nc1ccc2c(c1)OCCO2 | -6.9 | 5.9 | 6.4 | -9.0 | 1.1 | -13.4 | -2.6 | -0.6 | -31.5 | -1.8
CC(C)=CC(=O)N1CCC(N2CCC(C(=O)N3CCOCC3)CC2)CC1 | 1.1 | 3.6 | -2.0 | 0.8 | -0.9 | -17.4 | -3.4 | 0.5 | -39.2 | 1.9
CCc1ccccc1NS(=O)(=O)c1cc2c3c(c1)CCN3C(=O)CC2 | 61.8* | 3.2 | . | -2.0 | . | -6.5 | 20.9 | -2.3 | . | .
CCOCCCn1c(=NC(C)=O)c(C(=O)OCC)cc2c(=O)n3ccccc3nc21 | -1.0&-3.4 | -0.3 | 2.6 | 1.8 | -0.4 | 33.2 | -1.0&-3.6 | 2.4&-4.7 | 9.4 | -2.1
CC1CN(C(=O)N2c3ccccc3Sc3ccccc32)C(C)CC1=O (centres undefined) | 11.2 | -1.6 | 0.8 | 0.9 | 4.4 | 17.9 | 0.1 | -0.1 | -17.5 | -1.1
Cc1cc2c(cc1S(=O)(=O)CCC(=O)N(C)Cc1ccccc1)OCC(=O)N2 | 0.4 | -11.1 | -3.0 | 3.7 | -1.5 | 7.7 | -5.7 | 2.2 | -0.8 | -1.7
O=C1CC(c2ccccc2Cl)CC(O)=C1C=NCCCO (centres undefined) | 8.8 | 8.5 | 1.3 | 0.5 | 1.1 | 32.8 | -1.5 | -0.4 | -16.9 | -2.7
CCc1ccc(/C=C2/Sc3ccccc3N(CC(=O)NCCCOC)C2=O)cc1 | 32.8 | 3.7 | 1.5 | 3.4 | 0.1 | -42.9 | 9.3 | . | -8.7 | 0.3
CCOc1ccc(OCC)c(NC(=O)Cn2cccc2)c1 | 5.5 | -8.6 | -3.7 | 2.6 | -7.5 | 5.5 | -9.7 | 4.5 | 0.4 | -2.7
COCCNC(=O)COc1ccc(Oc2ccccc2)cc1 | -5.3 | 3.8 | -1.0 | 3.8 | -1.9 | -19.8 | 3.9 | 4.1 | -26.8 | 0.5
c1ccc(C2=NN(c3ccccc3)CC2)cc1 | 19.5 | ? | -0.4 | 2.1 | 8.9 | -157.1 | 18.1 | 8.1 | -92.3 | -2.0
O=C(c1cccc(F)c1)N1CCC(N2CCOCC2)CC1 | 0.2 | -8.5 | -1.8 | -0.5 | -3.6 | -0.2 | 2.0 | 2.7 | -2.8 | 0.2
O=S(=O)(c1ccc(NC(=S)NN=C2CCCCC2)cc1)N1CCOCC1 | 12.0 | 2.3 | 2.0 | 2.9 | -0.4 | 0.8 | -1.5 | -2.4 | -23.7 | -0.4
COc1ccc(C(=O)NCCCNC(=O)c2cc3ccccc3[nH]2)cc1OC | 0.6 | 12.1 | 4.8 | 2.1 | -4.8 | 36.5 | 8.5 | 0.4 | -35.1 | -1.2
COc1ccccc1Nc1ncnc2nc[nH]c12 | 2.0 | 0.4 | 2.2 | -1.7 | 0.8 | -1.9 | -4.6 | 5.8 | -6.3 | 6.3
Cc1cc(C)n(-c2nc3ccccc3c(=O)n2OCC(=O)N(C)C)n1 | 3.3 | 15.1 | -1.7 | 0.4 | 0.9 | 4.6 | -1.8 | -5.5 | -15.2 | -0.7
CCOC(=O)c1sc(NC(=O)CSc2ncn[nH]2)c(C#N)c1C | 21.7 | -1.0 | -0.1 | -0.9 | 6.3 | 1.8 | 3.5 | 17.8 | -39.2 | 0.4
C/C(=N\NC(=S)NC(C)C)c1ccc(C(C)(C)C)cc1 | -3.1 | 1.6 | -0.1 | -1.5 | 7.1 | 21.2 | 1.4 | 4.8 | -11.0 | -1.1
COc1ccc(CCNC(=O)COc2ccc(S(=O)(=O)N3CCOCC3)cc2C)cc1 | 22.8 | 4.0 | -1.6 | 0.0 | -1.4 | -4.3 | 1.5 | -0.2 | -6.0 | -0.2
CSCCC(NC(=O)c1ccccc1Cl)C(=O)N1CCN(C(c2ccccc2)c2ccccc2)CC1 (centres undefined) | 10.6 | -11.5 | 6.1 | -2.2 | -14.0 | 17.7 | -1.6 | -6.1 | 10.5 | -1.4
O=C(NN(CC(O)COc1ccccc1)CC(O)COc1ccccc1)c1ccccc1 (centres undefined) | 15.6 | 5.5 | -1.4 | 0.1 | 3.9 | -7.3 | -2.7 | -7.1 | -13.5 | -2.0
Cc1cc(C)n2c(=S)[nH]nc2n1 | -16.3 | -13.6 | 0.7 | 1.2 | 1.3 | 26.1 | -0.7 | 3.6 | 25.0 | -3.3
Cc1ccc(Cn2ncn3c(cc4ccccc43)c2=O)cc1 | 4.6 | -3.1 | -3.0 | -5.0 | -0.9 | 4.4 | 12.6 | 0.6 | 23.2 | 8.4
CCOC(=O)c1nn(-c2ccccc2C)c(=O)cc1OCC(=O)Nc1cccc(OC)c1 | -6.9 | -8.2 | . | 2.5 | . | -0.3 | 3.9 | -4.5 | . | .
CCCc1nnc(NC(=O)CCCN2C(=O)c3ccccc3C2=O)s1 | 8.8 | -8.2 | 1.9 | -11.1 | 5.6 | 9.5 | -0.6 | 11.5 | -5.0 | -4.2
COc1ccc(CSc2nnc(C)n2N)cc1[N+](=O)[O-] | 2.1 | 16.2 | 2.5 | 0.7 | -2.8 | 14.2 | -5.3 | . | 4.8 | -0.1
CCOc1ccc(NS(=O)(=O)c2ccc(C(=O)N3CCN(C(C)=O)CC3)cc2)cc1 | 26.7 | -9.0 | 3.7 | 6.0 | -1.5 | -11.4 | 0.7 | -13.2 | -6.2 | -0.7
O=C(NO)C1CC2C=CC1C2 (centres undefined) | -10.9 | -7.5 | -1.1 | 4.5 | -0.4 | -5.4 | -2.4 | -5.5 | -0.7 | -0.7

High-throughput results (PubChem BioAssay)
